KCNQ1 block = human KCNQ1 channel inhibition. CHO-K1 KCNQ1, FluxOR thallium flux fluorescence; active compounds read high. B-score at 10 µM. actives 1.3% (n = 310,000). AID 2642;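 active = compounds whose thallium flux B-score, printed positive for inhibition, exceeds three library SD while starting fluorescence stays within three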;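 note: channel opened by potassium depolarization with thallium stimulus after 20 min compound exposure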
KCNQ1 act = potentiates or activates the human KCNQ1 potassium channel; P51787; CHO-K1 KCNQ1, thallium flux FluxOR fluorescence; active compounds read high; B-score at 10 µM; actives 0.35% (n = 310,000); AID 2648;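 active = fluorescence ratio B-score, a plate-corrected score, at least three library SD, with initial intensity B-score within 5 SD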
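Assay system: CHO-K1 cells stably expressing KCNQ1. Medium: assay buffer for compound exposure, DMSO matched across wells. Timing: 37 °C overnight plating, 90-min dark dye load, 20-min compound pretreatment. Signal: kinetic FluxOR fluorescence, 10 s baseline plus 110 s post-stimulus.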
KCNK9 block = inhibitors of human KCNK9 two-pore domain potassium channel. Q9NPC2. B-score at 10 µM. actives 1.2% (n = 310,000). AID 488922. HEK293 KCNK9, FluxOR thallium flux fluorescence; active compounds read low;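 active = ratio B-score over 3 SD below the library mean, with starting fluorescence within 5 SD of its mean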;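 note: negative B-score means less thallium flux so channel inhibition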
Platelet DG rel = modulates dense granule release in human platelets; human platelet-rich plasma, SFLLRN dense granule ATP release, luminescence; AID 1663; inhibition, %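 (compounds screened at 7.5 µM in platelet-rich plasma)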; actives 0.22% (n = 300,000);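 active = mean replicate score, as percent of positive control, at or above 50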
TRPC4 PAM = allosterically enhances the mouse TRPC4 cation channel; AID 2227; HEK293 TRPC4beta/mu-opioid, DAMGO EC20, Fluo-4 Ca2+ flux; active compounds read high; Q9QUQ5; actives 0.42% (n = 310,000); B-score at 10 µM;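 active = B-score of calcium response area above 5 SD of library B-scores, with initial fluorescence ratio within 5 SD of library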;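 note: B-score of integrated fluorescence ratio over time as area under calcium response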
hERG protect = compounds protecting human hERG from proarrhythmic drug block; AID 1511; Q12809; actives 0.51% (n = 310,000); activation (rescue from dofetilide block), less the hit threshold, % at 10 µM; CHO-hERG, FluxOR thallium flux, dofetilide IC70 present;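 active = activation above the mean of controls blocked by dofetilide plus 5 SD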;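 note: thallium influx through hERG after potassium depolarization seen as dye fluorescence rise; in these data hits start at about 4.7%; inactives centre near -7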
Target sequence (Q12809 whole entry, looked up): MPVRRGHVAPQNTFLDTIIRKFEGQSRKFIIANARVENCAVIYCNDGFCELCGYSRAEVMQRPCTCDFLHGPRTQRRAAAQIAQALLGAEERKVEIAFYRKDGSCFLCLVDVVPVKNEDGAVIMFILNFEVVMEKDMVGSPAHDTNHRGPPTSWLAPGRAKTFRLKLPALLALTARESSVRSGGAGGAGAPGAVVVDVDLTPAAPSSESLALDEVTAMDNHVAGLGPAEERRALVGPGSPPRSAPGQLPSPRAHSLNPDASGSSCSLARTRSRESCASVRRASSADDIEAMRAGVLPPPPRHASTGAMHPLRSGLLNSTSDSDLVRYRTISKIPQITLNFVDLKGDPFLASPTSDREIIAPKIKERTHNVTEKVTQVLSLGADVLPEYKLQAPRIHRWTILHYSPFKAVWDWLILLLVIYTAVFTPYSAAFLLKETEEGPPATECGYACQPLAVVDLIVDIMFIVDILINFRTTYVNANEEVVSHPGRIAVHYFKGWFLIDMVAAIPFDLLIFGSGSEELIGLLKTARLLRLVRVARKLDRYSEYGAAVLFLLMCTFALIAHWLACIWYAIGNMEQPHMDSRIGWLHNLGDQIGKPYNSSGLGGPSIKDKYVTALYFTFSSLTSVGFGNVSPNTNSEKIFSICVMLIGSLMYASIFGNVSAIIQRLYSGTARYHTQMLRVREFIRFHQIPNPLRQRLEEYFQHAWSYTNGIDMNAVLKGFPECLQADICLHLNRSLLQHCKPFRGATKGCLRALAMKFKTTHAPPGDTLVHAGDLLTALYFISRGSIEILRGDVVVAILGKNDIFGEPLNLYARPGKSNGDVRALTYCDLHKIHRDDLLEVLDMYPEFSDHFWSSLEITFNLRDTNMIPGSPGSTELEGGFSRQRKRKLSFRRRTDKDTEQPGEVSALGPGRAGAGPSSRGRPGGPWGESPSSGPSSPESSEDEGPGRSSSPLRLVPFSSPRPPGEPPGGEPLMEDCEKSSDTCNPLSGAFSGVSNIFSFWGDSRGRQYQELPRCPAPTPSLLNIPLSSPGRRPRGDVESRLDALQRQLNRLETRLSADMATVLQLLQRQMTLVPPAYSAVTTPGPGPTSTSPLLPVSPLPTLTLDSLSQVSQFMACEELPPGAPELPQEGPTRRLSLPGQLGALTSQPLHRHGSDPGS
PolyA inhibitor = yeast polyadenylation inhibition; calls only at 12 µM; actives 0.02% (n = 300,000); S. cerevisiae SKY197-pL101 polyadenylation reporter, beta-gal luminescence; efflux-impaired pdr1/pdr3 knockout yeast; score 100 = 6 SD above DMSO;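 active = lowest replicate activity score at least 50, where 100 means six control SD above control mean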;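 note: yeast exposed to compound for 9 h at 30 °C; higher score means more reporter readthrough which indicates perturbed polyadenylation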
DYRK1A inh = inhibitors of rat Dyrk1A kinase; Q63470; ADP-Glo luminescence, NFATc1 peptide; inhibition, % at 12.5 µM; actives 0.43% (n = 310,000); AID 504441; in the data active = inhibition above about 50%;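 note: plate controls were vehicle with enzyme for no effect and no enzyme for full effect; many of its hits are not listed in these tables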
TRPC4 inh = blocks the mouse TRPC4 cation channel; actives 0.39% (n = 300,000); B-score at 10 µM; HEK293 TRPC4beta/mu-opioid, DAMGO-evoked Fluo4 calcium flux; active compounds read low; Q9QUQ5;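 active = B-score over 3 SD under the library average, no early fluorescence shift, positive overall ratio signal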
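Assay system: Stable TRPC4beta/mu-opioid receptor HEK293 cells | Reagent: DAMGO in two steps, submaximal then maximal | Compound dosing: Single concentration per test compound | Signal: Fluo4 Ca2+ flux fluorescence | Evaluation: Per-well B score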
KCNK3 inh = human KCNK3 channel inhibition, primary screen. AID 602410. actives 0.84% (n = 340,000). O14649. B-score at 10 µM. CHO-KCNK3 thallium flux, FluxOR fluorescence; active compounds read low;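 active = B-score under library mean minus 4 SD, starting fluorescence ratio at most library mean plus 5 SD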;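 note: more negative B-score means stronger inhibition of thallium flux through KCNK3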
TRPC4 agonist = activators of mouse TRPC4 channel; B-score at 10 µM; HEK293 TRPC4beta/mu-opioid, Fluo4 calcium fluorescence; active compounds read high; actives 0.49% (n = 310,000); AID 2237;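 active = B-score above 5 SD of library B-scores, and initial fluorescence ratio not above library mean plus 5 SD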;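 note: positive B-score marks a calcium rise read as TRPC4 activation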
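Assay system: HEK293 stable line with TRPC4beta plus mu-opioid receptor. Times: dye 45 min RT, read 110 s. Measured by: kinetic Fluo4 calcium fluorescence. Measure: B score of integrated ratio. Controls: assay buffer as low control, maximal DAMGO as high control.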
The depositor's hits bear a star; i = inactive; nt = no result given. A portion of the library, so the mix of outcomes need not match the whole.

SMILES | KCNK9 block | DYRK1A inh | TRPC4 inh | PolyA inhibitor | TRPC4 PAM | KCNQ1 act | KCNQ1 block | KCNK3 inh | TRPC4 agonist | hERG protect | Platelet DG rel
CN1CCC(=NNC(=O)CSc2ccc(Cl)cc2)CC1 | i | 6 | i | i | i | i | i | i | i | -4 | 1
CCOC(=O)[C@@H]1CCN(Cc2ccccc2)C[C@H]1c1ccccc1 | i | nt | -7* | i | i | i | i | i | i | -6 | -1
Cc1[nH][nH]c(=O)c1C(c1ccc(Br)cc1)c1c(C)[nH][nH]c1=O | i | -2 | i | i | i | i | i | i | i | -12 | -6
C=CCn1c(C)c(C(C)=O)c(N2CCN(C(c3ccccc3)c3ccccc3)CC2)nc1=S | -8.1* | 1 | i | i | i | i | i | i | i | -24 | 6
CC(=O)Nc1cccc(NC(=O)c2ccccc2OCc2ccccc2)c1 | i | 2 | i | i | i | i | i | -10* | i | -9 | 20
O=C(O)c1ccc(NS(=O)(=O)c2ccc(Cl)c(Cl)c2)cc1O | i | -1 | i | i | i | i | i | i | i | -9 | 6
CC1CCCCC1NC(=O)CCCn1c(=S)[nH]c2ccsc2c1=O (stereo unspecified) | i | -3 | i | i | i | i | i | i | i | -7 | -4
CCOC(=O)c1c(NC(=O)COC(=O)c2nc(Cl)ccc2Cl)sc2c1CCC2 | i | -5 | i | i | i | i | i | i | i | -12 | -1
COCCn1c(SCC#N)nnc1-c1ccccc1 | i | 1 | i | i | i | i | i | i | i | -4 | 1
CCN(CC)Cc1c(O)c(Cl)cc2c3c(c(=O)oc12)CCCC3 | i | 13 | i | i | i | i | i | i | i | -5 | -2
Cc1ccc2nc3nc(NCC4CCCO4)c(C(=O)NC4CCCC4)cc3c(=O)n2c1 (stereo unspecified) | i | 1 | i | i | i | i | i | i | i | -12 | 2
CCC(C)c1ccccc1NC(=O)CN1CCN(C/C=C/c2ccccc2)CC1 (stereo unspecified) | i | 1 | i | i | i | i | i | i | i | -14 | -4
O=S(=O)(/N=C(/Nc1ccc(Cl)c(S(=O)(=O)N2CCOCC2)c1)c1ccc(F)cc1)c1ccccc1 | i | 8 | i | i | i | i | i | i | i | -11 | -2
COC(=O)CSc1cc(C(=O)c2nccn2C)c2ccccc2n1 | i | 4 | i | i | i | i | i | i | i | -4 | 0
C=CCNC(=S)NNC(=O)CSc1nc2ccccc2s1 | i | 6 | i | i | i | i | i | i | i | -16 | -14
CS(=O)(=O)c1ccc(NS(=O)(=O)c2ccc3ccccc3c2)cc1 | i | 2 | i | i | i | i | i | i | i | -3 | -4
Cc1cc(N2CCCN(C)CC2)nc2cc(Cl)ccc12 | i | 2 | i | i | 13* | i | i | i | i | -15 | 0
C(#CC12CC3CC(CC(C3)C1)C2)CN1CCOCC1 | i | -7 | i | i | i | i | i | i | i | -7 | 1
Cc1ccn(CCSCC(=O)O)n1 | i | 4 | i | i | i | i | i | i | i | -13 | -3
CN1CCN(NC(=O)Nc2ccc(Br)cc2Cl)CC1 | i | 6 | i | i | i | i | i | i | i | -10 | 12
O=S(=O)(c1c(F)cccc1F)N1CCN(C(=S)NCc2ccc3c(c2)OCO3)CC1 | i | -2 | i | nt | i | i | i | i | i | -10 | 7
CCOC(=O)c1ccsc1NC(=O)CCS(=O)(=O)c1ccccc1 | i | nt | i | i | i | i | i | i | i | -13 | 5
Cc1oc(-c2ccccc2Cl)nc1CSCC(=O)NC1CCCC1 | i | -2 | i | i | i | i | i | i | i | -8 | -3
Cc1ccc(CCNC(=O)C2CC(=O)N(CCc3ccccc3)C2)cc1 (stereo unspecified) | i | 2 | i | nt | i | i | i | i | i | -5 | 0
COc1cccc(Nc2nnc(SCc3cc([N+](=O)[O-])cc4c3OCOC4)s2)c1 | i | -1 | i | i | i | i | i | i | i | -14 | 6
O=C(Nc1ccncc1)Nc1ccc(Cl)cc1 | i | 10 | i | i | i | i | 7* | i | i | -16 | 1
O=[N+]([O-])c1ccc2c(c1)C=C1CCCCC1(N1CCCCC1)O2 (stereo unspecified) | -7.4* | 2 | i | i | i | i | i | i | i | -8 | -7
COc1ccc(C(=O)Nc2c(N)nc(SCC(=O)NCC3CCCO3)[nH]c2=O)cc1OC (stereo unspecified) | i | nt | i | i | i | i | i | i | i | -6 | 16
COc1ccc(C(CNC(=O)c2oc3cc(C)c(C)cc3c2C)N2CCCCC2)cc1 (stereo unspecified) | i | 1 | i | i | i | i | i | i | i | -6 | 0
CCOc1ccc(CCNC(=O)c2ccc(CS(=O)Cc3ccc(Cl)cc3)o2)cc1 (stereo unspecified) | i | 1 | i | i | i | i | i | i | i | -9 | 5

A portion taken from the entries so far, for reference:
SMILES | KCNK9 block | DYRK1A inh | TRPC4 inh | PolyA inhibitor | TRPC4 PAM | KCNQ1 act | KCNQ1 block | KCNK3 inh | TRPC4 agonist | hERG protect | Platelet DG rel
CCOC(=O)c1ccsc1NC(=O)CCS(=O)(=O)c1ccccc1 | i | nt | i | i | i | i | i | i | i | -13 | 5
Cc1oc(-c2ccccc2Cl)nc1CSCC(=O)NC1CCCC1 | i | -2 | i | i | i | i | i | i | i | -8 | -3
Cc1ccc(CCNC(=O)C2CC(=O)N(CCc3ccccc3)C2)cc1 (stereo unspecified) | i | 2 | i | nt | i | i | i | i | i | -5 | 0
COc1cccc(Nc2nnc(SCc3cc([N+](=O)[O-])cc4c3OCOC4)s2)c1 | i | -1 | i | i | i | i | i | i | i | -14 | 6

(cont.)
SMILES | KCNK9 block | DYRK1A inh | TRPC4 inh | PolyA inhibitor | TRPC4 PAM | KCNQ1 act | KCNQ1 block | KCNK3 inh | TRPC4 agonist | hERG protect | Platelet DG rel
Cc1nn2c(-c3ccccc3)ccnc2c1Br | i | 6 | i | i | i | i | i | i | i | -9 | -1
CCOC(=O)C1CCN(C(=O)COc2cc(C)c(Br)c(C)c2)CC1 | i | 3 | i | i | i | i | i | i | i | -11 | 1
O=S(=O)(c1ccc(-c2n[nH]c(=S)o2)cc1)N1CCCCC1 | i | 0 | i | i | i | i | i | i | i | -13 | -13
Cc1ccc(O)c(Nc2ncnc3ccccc23)c1 | i | 17 | i | i | i | i | i | i | i | -2 | 7
CC(C)(C)OC(=O)NC1CC2CCCC(C1)N2Cc1ccccc1 (stereo unspecified) | i | -3 | i | i | i | i | i | i | i | -5 | -1
O=C(C1CCN(S(=O)(=O)c2cccs2)CC1)N1CCN(Cc2ccccc2)CC1 | i | 1 | i | i | i | i | i | i | i | -13 | 4
CCOc1cnn(-c2cc(Oc3ccc(C)cc3)ncn2)c(=O)c1Cl | i | 0 | i | i | i | i | i | i | i | -8 | 12
O=C(O)c1cc(S(=O)(=O)NC2CCCc3ccccc32)ccc1O (stereo unspecified) | i | 2 | i | i | i | i | i | i | i | -11 | 1
Cc1nc(CSc2ccc(Br)cc2)cs1 | i | -6 | i | i | i | i | i | i | i | -4 | 3
O=C(NCC(=O)N(Cc1ccc(F)cc1)C(C(=O)NC1CCCC1)c1ccco1)c1ccco1 (stereo unspecified) | i | 0 | i | i | i | i | i | i | i | -11 | -2
COc1cc2c(cc1OC)CN(S(=O)(=O)c1ccccc1F)CC2 | i | -2 | i | i | i | i | i | i | i | -3 | -1
Cc1c(C(=O)N2c3ccccc3CC2C)oc2ccccc12 (stereo unspecified) | i | -3 | i | i | i | i | i | i | i | -9 | 7
CN(Cc1cccs1)C(=O)CSc1nnnn1C | i | 1 | i | i | i | i | i | i | i | 1 | -1
CCCOc1ccc(/C=N/NC(=O)CSCc2ccc([N+](=O)[O-])cc2)cc1OCC | i | -5 | i | i | i | i | i | i | i | -9 | 5
Cc1ccc2cc(CN(Cc3ccc4c(c3)OCO4)Cc3nnnn3Cc3ccco3)c(=O)[nH]c2c1C | i | 11 | i | i | i | i | i | i | i | -20 | 2
O=C(c1cccc([N+](=O)[O-])c1)n1nc(-c2ccccc2)nc1NCc1ccccc1 | i | 2 | i | i | i | i | i | i | i | -7 | 0
COc1ccc(-c2cc(C(=O)Nc3ccccc3O)c3ccccc3n2)cc1OC | i | 1 | i | i | i | i | i | i | i | -9 | 2
C#CCNc1c2c(nc3nnnn13)CCCC2 | i | -3 | i | i | i | i | i | i | i | -1 | -8
O=C(COc1cccnc1[N+](=O)[O-])N1N=C(c2ccc(Cl)cc2)CC1c1ccco1 (stereo unspecified) | i | 0 | i | i | i | i | i | i | i | -1 | 0
Cc1nc(SCC(=O)O)c(C#N)c2c1CCCC2 | i | -4 | i | i | i | i | i | i | i | -6 | -1
CCCC(CCC)C(=O)NNc1cc(=O)c2c(=O)n(C)c(=O)n(C)c2[nH]1 | i | -1 | i | i | i | i | i | i | i | -7 | 4
COc1ccc(-c2cn3cccnc3n2)cc1NC(=O)C1CCCC1 | i | -2 | i | i | i | i | i | i | i | -10 | 0
CCOC(=O)C1=C(C)NC2=C(C(=O)c3ccccc32)C1c1cccnc1 (stereo unspecified) | i | 1 | i | i | i | i | i | i | i | -1 | 2
Nc1nc(SCC(=O)N2CCN(c3ccccc3)CC2)n[nH]1 | i | -3 | i | i | i | i | i | i | i | -6 | -4
Cc1cccc(C)c1NC(=O)CSc1nnc(-c2ccoc2C)n1CCc1ccccc1 | i | 11 | i | i | i | i | i | i | i | -8 | -9
O=C(NCCc1c[nH]c2ccccc12)C1CCN(S(=O)(=O)c2ccc(F)cc2)CC1 | i | -2 | i | i | i | i | i | i | i | -4 | 3
C/C(Cc1ccccc1)=N\NC(=O)CNC(=O)COc1cccc(C)c1 | i | -7 | i | i | i | i | i | i | 80* | -7 | -7
CCCNC(=O)C(Sc1ccccc1)c1ccccc1 (stereo unspecified) | i | 4 | i | i | i | i | i | i | i | 0 | 2
COc1ccc(OC)c(N(CC(=O)N2CCCC2)S(C)(=O)=O)c1 | i | -7 | i | i | i | i | i | i | i | -9 | 5
Cc1cccc(C(=O)Nc2ccc(S(=O)(=O)N3CCOCC3)cc2C)c1 | i | -5 | i | i | i | i | i | i | i | -5 | -12
O=C(Nc1nc2c(Cl)c(Cl)ccc2s1)C1CC1 | i | 14 | i | i | i | i | i | i | i | -3 | -13

Screening data: PubChem, several laboratories
